Compound activity: PubChem, several laboratories
Dynein transport: dynein cargo transport inhibition; 3617.4 mouse cells, GR-EGFP nuclear translocation imaging; test concentration mostly 20 µM; stimulated with dexamethasone, 1 µM; hits give low values; z-score, hits read low; hit rate 0.47% among 220,000;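 active means plate z-score of nuclear minus cytoplasmic receptor signal below a set negative limit, without overly bright fluorescence or cell loss, cut at about -3.5 in these data, passing the limit was not always enough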;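 further: z-score of nuclear minus cytoplasmic ring GR-EGFP intensity difference per well; some compounds called inactive have numbers as strong as hits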
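Buffer or medium – tet-free medium with charcoal-stripped serum · Signal – automated 10x imaging of fixed Hoechst-stained cells · Also added – dexamethasone agonist, 1.0 µM final, for 30 min · Incubation – induction 48 h, compound 1 h, agonist 30 min · Read-out – GR-EGFP nuclear translocation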
PMI inhibition: MPI inhibition at elevated mannose 6-phosphate – biochemical, fluorescence intensity, high mannose 6-phosphate, primary screen (AID 1220) | hit rate 0.66% among 190,000 | recombinant PMI enzyme, coupled fluorescence intensity; higher % means a stronger effect | inhibition, % at 20 µM, or IC50 in µM where a hit was titrated
Siah-1 displacement: blockers of Siah-1 interaction with plectin peptide – biochemical, fluorescence polarization, rhodamine-plectin, uHTS, primary screen (AID 1817); Siah-1 / rhodamine-plectin peptide fluorescence polarization; higher % means a stronger effect; displacement, % at 20 µM, or IC50 in µM where a hit was titrated; hit rate 0.02% among 290,000;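 active means displacement of at least 50% at 20 µM, with a fluorescence ratio check between 0.3 and a set limit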;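 further: plate controls were Siah plus tracer with DMSO for no effect and tracer alone without Siah for full effect; strong numbers were not always called active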
P. falciparum M17LAP: P. falciparum M17LAP inhibitors, primary screen, biochemical, fluorogenic H-Leu-NHMec substrate, 1536-well (AID 1619); recombinant M17LAP, H-Leu-NHMec fluorogenic kinetic assay; higher % means a stronger effect; inhibition, % at 30 µM, or IC50 in µM where a hit was titrated; hit rate 0.38% among 220,000;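 active means compound inhibiting the enzyme by more than half at any dose during confirmatory dose-response retesting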;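 further: plate controls were full reaction with DMSO carrier for no effect and no enzyme background for full effect; strong numbers were not always called active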
LYP phosphatase: PTPN22 lymphoid phosphatase activity blockers – biochemical, fluorescence intensity, uHTS (AID 1779). recombinant LYP phosphatase, fluorescence intensity; higher % means a stronger effect. one-dose inhibition, % at 11.5 µM; IC50 in µM for titrated hits. hit rate 0.054% among 290,000;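 further: plate controls were vehicle with enzyme for no effect and no enzyme for full effect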
AID2073: disruptors of CaV2.2 binding to Mint1 – biochemical, HTRF (AID 2073). HTRF protein-protein interaction, Mint1-CaV2.2; higher % means a stronger effect. one-dose inhibition, % at 20 µM; IC50 in µM for titrated hits. hit rate 0.19% among 290,000; in the data active means inhibition mostly above about 51%, no sharp cut-off; further: some results filed as inactive read as strong as hits
XIAP displacement: XIAP antagonists, biochemical, IAP family, fluorescence polarization (AID 1018) | displacement, % at 20 µM, or IC50 in µM where a hit was titrated | hit rate 0.007% among 200,000 | XIAP BIR domain, fluorescence polarization peptide displacement; higher % means a stronger effect; in the data active means displacement above about 50%; further: a part of the inactive calls stands beside numbers as strong as those of hits
M1AAP inhibition: P. falciparum M1AAP inhibitors, biochemical, fluorogenic H-Leu-NHMec substrate, 1536-well (AID 1445) | recombinant M1AAP, H-Leu-NHMec fluorogenic kinetic assay; higher % means a stronger effect | one-dose inhibition, % at 30 µM; IC50 in µM for titrated hits | hit rate 0.42% among 220,000;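 active means primary inhibition above the hit cutoff, then over 50% inhibition at one or more dose response concentrations, cut at about 23% in these data, passing the limit was not always enough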;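 further: plate controls were DMSO full reaction for no effect and no enzyme background for full effect; strong numbers were not always called active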
PMI inhibitors: MPI enzyme activity inhibition – biochemical, fluorescence intensity, coupled assay, primary screen (AID 1209); purified PMI enzyme, coupled fluorescence intensity; higher % means a stronger effect; hit rate 0.42% among 190,000; inhibition, % at 20 µM, or IC50 in µM where a hit was titrated;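 further: plate controls were DMSO vehicle for no effect and wells lacking substrate for full effect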
Dynein transport cytoplasmic EGFP: also measured in Dynein transport; calls as there; z-score; measured here: cytoplasmic GR-EGFP intensity; hits give high values
Dynein transport nuclear GR-EGFP: recorded beside Dynein transport, whose call it bears; z-score; measured here: nuclear GR-EGFP intensity;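 lower value marks the stronger effect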
Dynein transport cell count: second read-out of Dynein transport, no call of its own (marks repeat the call); z-score; measured here: cell count per field
* marks the source's active call; other numbers are inactive results; · = no result given; & = joins results of further samples. Unless noted, no stated cut-off is given here; in the data, active means inhibition above about 50%; inactive means the rest.

no.	SMILES	Dynein transport	Dynein transport cytoplasmic EGFP	Dynein transport nuclear GR-EGFP	Dynein transport cell count	PMI inhibition	Siah-1 displacement	P. falciparum M17LAP	LYP phosphatase	AID2073	XIAP displacement	M1AAP inhibition	PMI inhibitors
1	CC(=O)NCN1CCN(CNC(C)=O)CC1	-0.31	-0.087	0.098	0.46	-12%	1%	-19%	-4%	6%	-2.3%	-3%	-15%
2	Cc1cc(C)c(S(=O)(=O)N2CCOC2CNC(=O)C(=O)NCc2ccco2)c(C)c1 (stereo unspecified)	-0.84	0.27	0.54	0.12	-11%	5%	5%	-3%	4%	-6.7%	-2%	-12%
3	N#CC1(c2ccccc2)CCC(=NO)CC1 (stereo unspecified)	0.93	0.12	0.73	-0.26	5%	4%	5%	-10%	-2%	-9.0%	2%	7%
4	CCOC(=O)c1c(C)[nH]c(C(=O)CN2C(=O)NC(CC)(c3ccccc3)C2=O)c1C (stereo unspecified)	0.2	-0.2	0.34	-0.22	-1%	-3%	-10%	-5%	-9%	-5.7%	-1%	2%
5	COc1ccc(OC)c(N2C(=O)[C@@H]3C(c4ccccc4Cl)=NO[C@@H]3C2=O)c1	-0.1	-0.17	0.12	-0.058	34%	1%	20%	0%	14%	-24%	2%	17%
6	NC(=O)COC(=O)CNC(=O)c1cc(Cl)cc([N+](=O)[O-])c1	0.29	-0.23	0.072	0.8	-1%	7%	5%	-6%	-13%	-7.3%	-2%	-6%
7	CCC(N=c1cc(-c2ccc(OC)c(OC)c2)oc2ccc(C)cc12)C(=O)O (stereo unspecified)	-0.96	-0.31	-0.62	1.4	-14%	1%	-10%	8%	38%	-0.6%	8%	-5%
8	O=C(C1=C[C@@H](C2CC2)C[C@@H](OCc2ccc(CO)cc2)O1)N1CCN(Cc2ccc3c(c2)OCO3)CC1	-0.49	-0.3	0.056	0.31	-3%	0%	-4%	3%	12%	-3.5%	3%	9%
9	CCC(C)(C(=O)NC1CCCCC1)N(C(=O)Cc1cccs1)c1ccccc1 (stereo unspecified)	3.6	0.072	3.7	-2.5	-6%	5%	5%	-6%	-5%	6.4%	5%	2%
10	Cc1ccccc1NC(=O)c1ccc(F)c(S(=O)(=O)N2CCN(c3ccccn3)CC2)c1	-0.12	-0.3	0.26	0.0026	6%	2%	-9%	0%	0%	-2.9%	-2%	8%

Only PMI inhibition, Dynein transport nuclear GR-EGFP and Dynein transport cell count, for 2 of the compounds above:
entry	Structure	PMI inhibition	Dynein transport nuclear GR-EGFP	Dynein transport cell count
3	N#CC1(c2ccccc2)CCC(=NO)CC1 (stereo unspecified)	5%	0.73	-0.26
4	CCOC(=O)c1c(C)[nH]c(C(=O)CN2C(=O)NC(CC)(c3ccccc3)C2=O)c1C (stereo unspecified)	-1%	0.34	-0.22

Continued.
no.	SMILES	Dynein transport	Dynein transport cytoplasmic EGFP	Dynein transport nuclear GR-EGFP	Dynein transport cell count	PMI inhibition	Siah-1 displacement	P. falciparum M17LAP	LYP phosphatase	AID2073	XIAP displacement	M1AAP inhibition	PMI inhibitors
11	CC(=O)COc1ccc2c3c(c(=O)oc2c1)CCCC3	-0.65	-0.069	-0.068	0.41	17%	1%	-7%	-4%	-2%	-1.5%	0%	10%
12	CC(NC(=O)CSc1nc2ccc(N)cc2s1)c1ccccc1 (stereo unspecified)	0.035	-0.11	0.3	-1.2	31%	-5%	0%	-8%	7%	-4.2%	9%	-2%
13	Cn1ccnc1SCC(=O)c1cccc(Br)c1	0.91	-0.27	0.75	0.87	0%	-1%	6%	-7%	-8%	-2.5%	2%	4%
14	CS(=O)(=O)N1CCN(c2c(Cl)cccc2[N+](=O)[O-])CC1	0.54	0.9	0.62	-1	-3%	1%	11%	-11%	-4%	-2.6%	-1%	0%
15	O=C(NC(C(=O)O)c1ccccc1)c1ccccc1 (stereo unspecified)	-0.34	-0.26	-0.0012	0.56	6%	-3%	18%	-3%	-2%	-12%	1%	12%
16	C/C(O)=C(/C=NCC(=O)O)C(=O)Nc1nccs1	0.041	-0.23	0.032	-0.072	-6%	10%	3%	-4%	2%	-4.8%	1%	-7%
17	Cn1c(SCc2ccc(F)cc2)nnc1-c1cnccn1	-0.42	-0.18	-0.24	0.51	·	0%	-2%	-6%	2%	·	-3%	·
18	CCOc1ccc2nc(NC(=O)CN3CCC(n4nnc5cc(C(F)(F)F)ccc54)CC3)sc2c1	-0.14	-0.21	-0.84	-0.19	7%	2%	-7%	5%	-1%	-4.5%	1%	10%
19	O=C(/C(=C/c1ccccc1)c1ccccc1)N1CCCCC1	-0.49	-0.18	-0.35	0.14	1%	4%	-3%	-6%	-5%	-2.7%	-3%	8%
20	CC(NO)C(C)(C)NO (stereo unspecified)	0.37	-0.19	0.45	-0.041	-44%	4%	16%	-7%	-5%	-0.4%	0%	-27%

New compounds follow.
no.	SMILES	Dynein transport	Dynein transport cytoplasmic EGFP	Dynein transport nuclear GR-EGFP	Dynein transport cell count	PMI inhibition	Siah-1 displacement	P. falciparum M17LAP	LYP phosphatase	AID2073	XIAP displacement	M1AAP inhibition	PMI inhibitors
21	CC(=O)C1=C(S(=O)(=O)c2ccc(C)cc2)CS(=O)(=O)C1	-1.4	0.66	-0.59	0.85	36%	11%	1%	-7%	59%	1.3%	3%	28µM*
22	COc1cccc(C(=O)Nc2cc(C)c3c(=O)oc4ccccc4c3n2)c1	-0.14	-0.78	0.29	-0.62	·	4%	1%	-3%	8%	·	-2%	·
23	O=C(CSc1nc(-c2ccccc2)nc2ccccc12)Nc1cccc(C(=O)O)c1	0.23	-0.33	0.51	-0.26	4%	14%	0%	-1%	38%	-6.6%	22%	21%
24	O=S(=O)(Nc1nccs1)c1ccc(Cl)cc1	0.8	-0.071	0.57	-0.23	5%	2%	-7%	-1%	-5%	-5.8%	-6%	9%
25	COc1cc(CN2CCN(c3cccc(C)c3C)CC2)cc([N+](=O)[O-])c1O	1.4	-0.35	0.22	0.24	18%	15%	-7%	0%	-8%	-1.8%	0%	4%
26	CCOC(=O)N1CCN(C(=O)CN(c2ccccc2OC)S(=O)(=O)c2ccc(OC)cc2)CC1	-0.14	-0.32	-0.019	1.2	14%	2%	11%	-5%	-7%	-1.9%	-4%	8%
27	N/C(=N\N=C\c1cccc(O)c1)c1nonc1N	-0.14	-0.3	-0.34	0.15	1%	1%	-1%	-1%	4%	-2.2%	9%	-5%
28	Cc1ccc(S(=O)(=O)NCC(=O)OCC(=O)c2cc(C)n(-c3ccccc3)c2C)cc1	-0.043	-0.33	-0.37	0.64	14%	1%	5%	-1%	26%	-5.0%	-4%	17%
29	CCCCCC(=O)OCCc1c(C)nc2nc[nH]n2c1=O	0.36	-0.33	0.17	-0.77	-5%	4%	7%	2%	8%	-3.7%	2%	-14%
30	Cn1c(=O)cc(SCC(=O)N2CCCC2)c2ccc(Cl)cc21	-0.012	0.25	-0.012	0.88	-2%	1%	30%	-1%	17%	-0.3%	9%	4%

Further results.
no.	SMILES	Dynein transport	Dynein transport cytoplasmic EGFP	Dynein transport nuclear GR-EGFP	Dynein transport cell count	PMI inhibition	Siah-1 displacement	P. falciparum M17LAP	LYP phosphatase	AID2073	XIAP displacement	M1AAP inhibition	PMI inhibitors
31	Cc1ccc(S(=O)(=O)CC(=O)Nc2c(C)n(C)n(-c3ccccc3)c2=O)cc1	2.2	-0.06	0.38	-2.3	-6%	0%	-5%	-7%	-3%	-2.1%	0%	-10%
32	O=C(Oc1ccc(-c2csnn2)cc1)C1CC1	0.65	-0.27	0.16	0.0033	·	17%	11%	-2%	21%	·	7%	·
33	CC(=O)c1cccc(NC2c3ccccc3C(=O)N2Cc2ccco2)c1 (stereo unspecified)	-0.22	-0.22	0.31	0.95	·	8%	-4%	-12%	10%	·	-1%	·
34	CCN1CCN(C(=S)NCCc2ccccc2)CC1	-0.33	-0.2	-0.43	0.039	-9%	5%	-9%	-8%	-19%	-4.5%	-1%	-4%
35	C[C@H](CCC(=O)O)[C@H]1CC[C@H]2[C@@H]3C(=O)C[C@@H]4CC(=O)CC[C@]4(C)[C@H]3CC(=O)[C@]12C	0.12	-0.2	0.52	0.44	-7%	-4%	-18%	-4%	0%	-2.9%	7%	-1%
36	O=C(NC1CCCCC1)c1cc2nc3c(c(C(F)(F)F)n2n1)CCCC3	0.64	1.1e-05	1.1	-3	-11%	-4%	7%	0%	6%	-4.3%	-6%	-3%
37	COc1ccccc1NC(=O)c1ccc(Cl)c(S(=O)(=O)N2CCOCC2)c1	-0.56	-0.51	-0.38	0.21	4%	-1%	-1%	-6%	5%	-2.1%	-5%	4%
38	CCOc1ccccc1N(CC(=O)OC)S(=O)(=O)c1ccccc1	-0.43	-0.2	-0.018	0.2	0%	0%	3%	-7%	-4%	-0.8%	3%	-10%
39	COc1ccc(OC)c(CCNC(=O)CC2Oc3ccc(C)cc3NC2=O)c1 (stereo unspecified)	1	0.045	0.89	-1.1	16%	4%	-1%	-3%	-5%	-5.4%	-2%	6%
40	Cc1cccc(C)c1NC(=O)CS(=O)CC(=O)Nc1ccc(F)cc1F (stereo unspecified)	-0.35	-0.23	-0.88	-0.27	-5%	2%	0%	-9%	-2%	-5.7%	0%	-4%

Remaining list, next part:
no.	SMILES	Dynein transport	Dynein transport cytoplasmic EGFP	Dynein transport nuclear GR-EGFP	Dynein transport cell count	PMI inhibition	Siah-1 displacement	P. falciparum M17LAP	LYP phosphatase	AID2073	XIAP displacement	M1AAP inhibition	PMI inhibitors
41	O=C(O)CC1S/C(=N/N=C/C=C/c2ccccc2)NC1=O (stereo unspecified)	0.39&1.1	-0.22&-0.17	0.74&0.54	-1&-0.43	1%&9%	4%&7%	40%&32%	0%&9%	-4%&5%	-5.8%&-1.2%	20%&16%	0%&9%
42	CCOc1ccc(/C(C)=N/NC(=O)C(OC)c2ccccc2)cc1 (stereo unspecified)	0.7	-0.32	0.35	-0.44	12%	10%	14%	0%	1%	-3.3%	7%	6%
43	O=C1CC(N2CCN(Cc3ccc4c(c3)OCO4)CC2)C(=O)N1c1cccc2ccccc12 (stereo unspecified)	-0.14	-0.27	0.37	0.87	·	4%	-6%	-5%	7%	-8.1%	1%	·
44	COc1cccc(C(=O)NNC(=O)Cc2csc(N)n2)c1	-0.19	-0.39	-0.092	0.32	-1%	-1%	12%	-4%	6%	-3.7%	8%	-7%
